PKA-R2B activ = activators of human PKA-R2B complex; PKA-R2B holoenzyme dissociation, Cy5-IP20 fluorescence polarization; R2B truncated from residue 108, S112A mutant; 0% DMSO only, 100% 113 µM cGMP; activation, % at 11.4 µM; 340,000 tested, 0.079% active; AID 504700;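 active = activation above a cutoff set at the mean over all compounds plus 3 SD, cut at about 18% in these data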;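 also: higher means more holoenzyme dissociation and a rise in polarization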
Target sequence (P31323 whole entry, looked up, other chains not shown, the tested form may be a part): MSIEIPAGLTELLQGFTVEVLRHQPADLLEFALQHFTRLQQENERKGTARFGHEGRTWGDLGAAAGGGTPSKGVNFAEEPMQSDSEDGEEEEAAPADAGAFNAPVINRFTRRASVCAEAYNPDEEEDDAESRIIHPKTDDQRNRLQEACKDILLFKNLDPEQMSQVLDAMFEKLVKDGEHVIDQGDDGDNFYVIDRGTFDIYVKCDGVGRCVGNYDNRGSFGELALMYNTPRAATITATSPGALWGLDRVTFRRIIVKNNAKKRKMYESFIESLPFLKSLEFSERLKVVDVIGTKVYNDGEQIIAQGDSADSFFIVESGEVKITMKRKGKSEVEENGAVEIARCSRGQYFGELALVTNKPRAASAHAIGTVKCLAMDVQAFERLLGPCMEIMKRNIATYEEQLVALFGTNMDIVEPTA
Tat transport = E. coli Tat transport inhibition; E. coli MC4100 TorA-mCherry Tat export, fluorescence; inhibition, % at 10 µM; 340,000 tested, 0.036% active; AID 488895;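 active = mean replicate inhibition at least 50% and at least half of replicates individually reaching 50%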;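 also: exported cargo escapes ClpAP degradation while cytoplasmic cargo is degraded and loses fluorescence; 0% = median of neutral control wells and 100% = median of NaSCN control wells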
Mot1-301 SUMO = inhibitors of SUMOylation pathway: yeast Mot1-301 growth rescue; S. cerevisiae Mot1-301 growth rescue, ATP luminescence, 38.5C; percent above DMSO median, 100 means doubled; growth rescue, % at 18.8 µM; 320,000 tested, 1% active;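 active = every valid replicate shows activation above 250% relative to neutral control wells; inactive = the rest, any valid replicate at or below 250%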;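 also: OY570 slx delta 5 strain wells were the positive control but not used for scaling; some compounds called inactive have numbers as strong as hits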
HTR5A inv ctr = HTR5A inverse agonism, opioid heterodimer counter-screen; inhibition, % at 9.3 µM; P47898; 340,000 tested, 0.083% active; AID 504634; HTR5A cell line, luminescence; in the data active = inhibition mostly above about 23%, no sharp cut-off; inactive = mostly below about 18%;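 also: 0% = cells with DMSO and 100% = no-cell wells with DMSO; some compounds called inactive have numbers as strong as hits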
Target sequence (P47898 whole entry, looked up): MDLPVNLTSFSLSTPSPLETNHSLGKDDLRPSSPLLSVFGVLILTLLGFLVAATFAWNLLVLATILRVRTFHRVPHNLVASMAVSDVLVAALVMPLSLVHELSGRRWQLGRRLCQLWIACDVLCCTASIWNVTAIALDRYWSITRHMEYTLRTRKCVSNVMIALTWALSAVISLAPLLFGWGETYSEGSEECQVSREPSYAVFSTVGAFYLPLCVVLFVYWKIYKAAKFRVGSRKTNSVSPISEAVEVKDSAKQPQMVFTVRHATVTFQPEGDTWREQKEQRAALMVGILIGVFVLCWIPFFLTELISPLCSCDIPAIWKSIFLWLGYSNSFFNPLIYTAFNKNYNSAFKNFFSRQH
phage Ecoli inh = E. coli growth loss with phage present; 360,000 tested, 0.26% active; inhibition, % at 11.9 µM; growth absorbance; in the data active = inhibition above about 11%
OPRM1-OPRD1 ag = agonists of human mu-delta opioid receptor heterodimerization. 340,000 tested, 0.3% active. cells, OPRM1-OPRD1 heterodimerization, luminescence. activation, % at 9.3 µM. P35372+P41143; in the data active = activation above about 18%;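 also: 0% = vehicle-treated cells and 100% = reference agonist; values of inactives mirror those of a sister screen read the other way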
AddAB inh = less growth of phage-infected E. coli with AddAB; E. coli expressing H. pylori AddAB, absorbance growth; inhibition, % at 11.9 µM; 330,000 tested, 0.29% active; AID 435030; in the data active = inhibition above about 12%;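 also: 0% = vehicle wells of infected cells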
E coli growth = bacterial growth inhibition, counter-screen for AddAB inhibitors; 330,000 tested, 0.27% active; AID 449728; inhibition, % at 11.9 µM; E. coli V3065 growth, OD600 absorbance, 18 h;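 active = inhibition above the campaign's mean inhibition across all tested compounds plus 3 SD, cut at about 9.9% in these data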;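 also: uninfected addAB+ strain grown without phage in ampicillin broth; 0% = DMSO wells and 100% = ciprofloxacin 0.95 µg/ml wells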
PKA-R1A act = activators of PKA-R1A complex; P00514+P68181; activation, % at 11.4 µM; PKA-R1A dissociation, Cy5-IP20 fluorescence polarization; scaled: DMSO 0%, 113 µM cGMP 100%; 340,000 tested, 0.083% active;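 active = percent activation above the mean of all tested compounds plus 3 SD, cut at about 19% in these data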;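 also: higher means more PKAc released from R1A so a rise in polarization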
PfHsp90 set2 = inhibits growth of yeast expressing Plasmodium falciparum Hsp90 | S. cerevisiae expressing PfHsp90, BacTiter-Glo ATP, 48 h; yeast lacking PDR1 and PDR3 efflux regulators | inhibition, % at 9.4 µM | 310,000 tested, 0.32% active;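 active = every replicate shows inhibition above about 80%, whatever the replicate mean, limit read from the data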;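 also: 0% = DMSO neutral controls and 100% = 20 µM radicicol positive controls; yeast relying on Plasmodium falciparum Hsp90 in place of its own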
OPRM1-OPRD1 inv = inverse agonist of human OPRM1-OPRD1 heterodimerization | inhibition, % at 9.3 µM | 340,000 tested, 0.21% active | cell-based MOR-DOR heterodimer luminescence, inverse agonism; in the data active = inhibition above about 22%, passing the limit was not always enough;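 also: 0% = cells with DMSO and 100% = wells without cells with DMSO; values of inactives mirror those of a sister screen read the other way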
Starred values were filed as active, the others as inactive; · = no result given.

Order of results: PKA-R2B activ, Tat transport, Mot1-301 SUMO, HTR5A inv ctr, phage Ecoli inh, OPRM1-OPRD1 ag, AddAB inh, E coli growth, PKA-R1A act, PfHsp90 set2, OPRM1-OPRD1 inv
O=c1cc(CSc2nnnn2-c2ccccc2)[nH]c2[nH]n(-c3ccccc3)c(=O)c12
  4, 1, -16, -7, 2.9, -0.3, -0.1, -1.3, 1, 3, 2
O=C(Nc1nc2cc3c(cc2s1)OCCO3)c1cccs1
  -2, -6, 177, 3, 0.1, -0.1, 1.9, 3.8, 0, 56, 1
CCC1(c2ccccc2)NC(=O)N(CC(=O)Nc2cc(C(F)(F)F)ccc2N2CCCC2)C1=O (centres undefined)
  1, 9, 26, 22, 5.4, 1.2, 0.3, -0.6, 5, -5, -8
COc1ccc(OCc2cc(C(=O)N(C)CCC3CCOCC3)no2)c(Cl)c1
  0, 7, 30, -6, 2.0, 0.3, 1.2, 0.5, -3, 8, -2
CN(CC1CCCO1)S(=O)(=O)c1ccc(C(=O)Nc2ccc(S(N)(=O)=O)cc2)cc1 (centres undefined)
  -14, -1, -2, -7, 0.6, -2.6, 3.0, 0.3, -20, 2, 14
O=C1CCCc2cc3c(cc21)CC1(C3)Cc2cc3c(cc2C1)C(=O)CCC3
  2, 0, 7, -35, 0.1, -2.3, 0.6, -1.0, 1, -19, 12
COC(=O)c1sc(=S)n(-c2ccccc2)c1N
  -7, -4, 4, 27, 1.7, -2.3, 1.8, -0.3, -5, -17, 13
COc1cccc(CC(=O)NCC2COc3ccccc3O2)c1OC (centres undefined)
  2, -4, 6, -10, -1.9, -1.9, 1.5, -1.7, 2, 14, 11
CCCCN1C(=N)N([C@@H](C)CN2CCC[C@H]2CN2C(N)=NC[C@H]2CC(C)C)C[C@H]1Cc1ccccc1
  5, 4, -14, -35, 4.1, -2.1, 1.2, 1.2, -16, 3, 12
COc1ccc(C(CNC(=O)c2cc(S(=O)(=O)NCc3ccco3)ccc2C)N(C)C)cc1 (centres undefined)
  6, 10, 2, -2, 1.6, 4.4, 3.2, 2.1, -2, -1, -18
O=C(Nc1nc2c(s1)CCCC2)c1ccc(Br)o1
  2, -3, -2, -31, 1.5, 0.7, 2.6, 0.6, -7, 31, -4
CC(=O)NCCc1nc2ccccc2n1CCOc1ccccc1C
  -14, -2, -15, -18, -0.6, -1.1, 0.8, 0.0, -11, 3, 6
CSc1nc(NC(C)=O)nc(C)c1Br
  3, 1, 98, -23, 1.4, -0.9, -1.1, -3.2, -3, -2, 5
Cn1c(SCc2cccc(Br)c2)nnc1-c1ccccn1
  8, 0, 21, -19, 0.4, -3.5, 1.4, -2.0, 2, 8, 18
O=c1[nH]c(CSc2ccccc2)nc2c1oc1ccccc12
  -10, -8, -3, -14, 2.3, -1.6, 1.1, -0.3, -7, -10, 8
Cc1cc(C)n2nc(CC(=O)NCc3ccc(F)cc3)nc2n1
  -6, 5, 1, -10, 2.4, -3.0, 1.5, 1.7, -6, -13, 16
CCN(CC)CCCNC(=O)C1c2cc(OC)c(OC)cc2C(=O)N(C)C1c1cccs1 (centres undefined)
  -15, 0, -8, -6, 4.6, -0.4, -0.4, 0.2, 1, -1, 2
Cc1noc(C)c1COc1ccc(C(=O)N2CCN(c3ccccn3)CC2)cc1
  -10, 1, 4, -10, 3.3, -1.9, -0.2, 1.0, -4, -4, 9
Cc1ccc(S(=O)(=O)NCc2ccccc2C)cc1
  2, -1, 76, -3, 0.8, -3.4, 1.4, 0.6, -10, -4, 17
COc1ccc(/C=N/Nc2ncccc2[N+](=O)[O-])c(OC)c1
  -6, 14, 243, 12, 1.1, -2.3, -0.2, 0.8, -7, 27, 12
N#Cc1c(NC(=O)COC(=O)c2nccnc2N)sc2c1CCCC2
  -7, 4, 12, -1, 1.9, 1.7, -2.6, -1.6, -21, ·, -11
Cc1ccc(NC(=O)C2CCCN2C(=O)NCc2ccccc2)cc1 (centres undefined)
  -8, -6, 24, -13, 2.1, -1.9, 3.5, -2.0, -8, ·, 9
O=C(COc1ccccc1F)NNC(=O)c1ccc(F)c(S(=O)(=O)N2CCOCC2)c1
  8, -5, -2, -17, 3.2, -0.1, -2.5, -1.9, 6, -9, 1
COc1ccc(Cl)cc1NC(=O)CN(C)CC(=O)Nc1cccc(S(=O)(=O)N2CCCC2)c1
  -1, 12, ·, -9, 3.7, -0.6, ·, ·, -14, ·, 4
O=C(NCCC1=CCCCC1)c1cc(-c2ccccn2)nc2ccccc12
  -8, -10, -7, 7, 0.9, 0.8, 4.9, -0.5, 1, 2, -4
O=C(Nc1ccc(F)cc1)Nc1sccc1-c1nc2ccccc2s1
  2, 3, 11, -41, 0.1, 2.7, -1.9, -1.7, 2, -1, -14
S=C(Nc1cccc(Cl)c1)N(CCCN1CCCC1)Cc1cccn1Cc1ccc(Cl)cc1
  -4, 12, -2, -15, 2.1, 3.7, 1.4, -0.8, -7, 13, -19
O=C(c1ccccc1)N1CCCC(c2nc3c(nnn3Cc3ccccc3)c(=O)[nH]2)C1 (centres undefined)
  -2, -13, -2, -27, 2.7, -0.4, -0.3, -0.7, -7, -13, 2
CCOC(=O)C1(C)NC(c2ccc(N(C)C)cc2)C2C(=O)N(CC)C(=O)C21 (centres undefined)
  0, -12, 14, 5, 2.0, -2.4, -0.1, -0.2, -2, -5, 14
c1nc(Nc2ccc(N3CCOCC3)cc2)c2ccsc2n1
  0, -6, 3, -6, 2.3, 0.5, -1.4, -2.3, -3, 7, -3
CC(=O)N1c2ccc(S(=O)(=O)N3CCC(C(=O)Nc4cc(C)cc(C)c4)CC3)cc2CC1C (centres undefined)
  3, 3, 9, -9, 0.7, -0.7, 2.6, -0.6, 2, 10, 4
O=C(Cn1nc(-c2ccc(F)cc2)ccc1=O)Nc1ccc(C(=O)NC2CC2)cc1
  -3, -8, 8, -15, 4.4, -1.3, 1.1, 3.1, -14, 4, 7
CCc1ccc(C(=O)COC(=O)[C@@H](NC(N)=O)[C@@H](C)CC)cc1
  4, -8, 35, -3, 4.1, -0.1, 3.8, 0.7, 0, 6, 0
CC12CCC(=O)N1C(C(=O)OCC(=O)Nc1ccc(S(N)(=O)=O)cc1)CS2 (centres undefined)
  -12, -2, -8, 33, 2.5, -1.9, 2.5, -1.0, 6, 11, 9
O=S(=O)(Nc1cccc(-c2cn3cccnc3n2)c1)c1ccccc1
  6, 9, -15, -30, 2.8, -0.8, 0.3, 0.0, 0, -17, 4
CCCCNC(=O)c1ccc2c(OCC)n(CCCC)nc2c1
  -5, -2, -2, -17, 2.4, -0.2, 1.1, -2.2, 7, -14, 1
CCN(CC(=O)Nc1c(F)cccc1F)C(=O)CCOc1ccccc1
  -8, -4, 16, 11, -0.4, -1.6, -0.2, 1.7, 0, ·, 9
CN1CCN(Cc2nc(Cc3ccccc3)no2)CC1c1ccccc1 (centres undefined)
  6, 3, 5, -1, 1.2, 3.2, 2.8, 1.3, 4, -10, -16
COc1cccc(C(=O)C2CCCN(Cc3c(C)n(C)n(-c4ccccc4)c3=O)C2)c1 (centres undefined)
  -2, 5, 52, -22, -1.9, 2.8, 0.2, 2.3, -1, -20, -14
COCc1[nH][nH]c(=O)c1/C=N/N1CCOCC1
  -7, -10, -3, 1, 1.4, 0.0, 0.7, -1.3, 9, -1, 0
COCc1c(C(=O)N2CCN(c3ccccc3C)CC2)oc2ccccc12
  -2, 10, -15, -7, 1.1, 5.9, 1.9, 2.6, 8, -21, -25
COc1ccccc1CNC(=O)[C@@H]1CCCN1S(=O)(=O)c1ccc(C)cc1
  3, -10, -18, -47, 1.4, -1.3, -0.1, 1.5, 11, 6, 6
Cn1cc(C(=O)C(=O)N2CCN(c3ccccc3)CC2)c2ccccc21
  2, 0, 12, 5, 1.1, -3.2, 6.8, -1.7, 1, 14, 15
Brc1ccc(-c2nc(-c3ccncc3)no2)o1
  1, -6, 15, -6, 3.4, -1.7, 0.6, 1.1, 2, 11, 8
Cc1ccc(N2C(=O)c3cccc(Oc4ccc(Cl)cc4)c3C2=O)c(C)c1
  -7, 9, 15, 15, 6.5, 0.7, 4.5, 0.4, -16, -10, -4
COc1cc2c(cc1OC)CN(C(=O)c1cc(S(=O)(=O)N3CCCCC3)ccc1Cl)CC2
  -3, -10, 10, 15, 1.6, -0.2, 4.8, -0.8, -4, 50, 1
CN(C)c1nc2c(c(=O)[nH]c(=O)n2C)n1CCOc1ccccc1
  -4, 0, -8, -38, 3.6, -3.3, 4.1, -2.8, -11, 7, 17
O=C(Cc1cccs1)Nc1nnc(CCc2ccccc2)s1
  12, 3, -19, -3, 4.7, 6.8, 4.0, 3.1, -6, -47, -41

A draw from above in order of heavy-atom count, smallest number first.
Order of results: PKA-R2B activ, Tat transport, Mot1-301 SUMO, HTR5A inv ctr, phage Ecoli inh, OPRM1-OPRD1 ag, AddAB inh, E coli growth, PKA-R1A act, PfHsp90 set2, OPRM1-OPRD1 inv
COC(=O)c1sc(=S)n(-c2ccccc2)c1N
  -7, -4, 4, 27, 1.7, -2.3, 1.8, -0.3, -5, -17, 13
Cn1c(SCc2cccc(Br)c2)nnc1-c1ccccn1
  8, 0, 21, -19, 0.4, -3.5, 1.4, -2.0, 2, 8, 18
O=c1[nH]c(CSc2ccccc2)nc2c1oc1ccccc12
  -10, -8, -3, -14, 2.3, -1.6, 1.1, -0.3, -7, -10, 8
CCCCNC(=O)c1ccc2c(OCC)n(CCCC)nc2c1
  -5, -2, -2, -17, 2.4, -0.2, 1.1, -2.2, 7, -14, 1
Cc1ccc(NC(=O)C2CCCN2C(=O)NCc2ccccc2)cc1 (centres undefined)
  -8, -6, 24, -13, 2.1, -1.9, 3.5, -2.0, -8, ·, 9
O=C(NCCC1=CCCCC1)c1cc(-c2ccccn2)nc2ccccc12
  -8, -10, -7, 7, 0.9, 0.8, 4.9, -0.5, 1, 2, -4
COc1ccc(OCc2cc(C(=O)N(C)CCC3CCOCC3)no2)c(Cl)c1
  0, 7, 30, -6, 2.0, 0.3, 1.2, 0.5, -3, 8, -2
CN(CC1CCCO1)S(=O)(=O)c1ccc(C(=O)Nc2ccc(S(N)(=O)=O)cc2)cc1 (centres undefined)
  -14, -1, -2, -7, 0.6, -2.6, 3.0, 0.3, -20, 2, 14
COc1cccc(C(=O)C2CCCN(Cc3c(C)n(C)n(-c4ccccc4)c3=O)C2)c1 (centres undefined)
  -2, 5, 52, -22, -1.9, 2.8, 0.2, 2.3, -1, -20, -14
COc1cc2c(cc1OC)CN(C(=O)c1cc(S(=O)(=O)N3CCCCC3)ccc1Cl)CC2
  -3, -10, 10, 15, 1.6, -0.2, 4.8, -0.8, -4, 50, 1
S=C(Nc1cccc(Cl)c1)N(CCCN1CCCC1)Cc1cccn1Cc1ccc(Cl)cc1
  -4, 12, -2, -15, 2.1, 3.7, 1.4, -0.8, -7, 13, -19
CCCCN1C(=N)N([C@@H](C)CN2CCC[C@H]2CN2C(N)=NC[C@H]2CC(C)C)C[C@H]1Cc1ccccc1
  5, 4, -14, -35, 4.1, -2.1, 1.2, 1.2, -16, 3, 12

Bioassay records as filed in PubChem.
